# High-throughput results as filed in PubChem BioAssay.
# Yfh1-off respiration: mitochondrial function rescue without frataxin homolog – Friedreich's ataxia, plus single-dose screen, dose response (AID 1465); fold induction at 50 µM, or EC50 in µM where a hit was titrated; S. cerevisiae Yfh1-off respiration, WST-1 reduction, 72 h; higher fold induction means a stronger effect; hit rate 0.074% among 220,000;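 active = fold induction of absorbance versus untreated yeast above a set limit, then at least 30% activation at any dose in follow-up; inconclusive = repeats straddling the limit, or above it without dose testing; inactive = fold induction below the set limit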;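 note: activators that raise dye reduction in frataxin-depleted yeast; strong numbers were not always called active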
# GPR55 antagonists: GPR55 antagonists blocking LPI-driven arrestin recruitment, primary screen, imaging, U2OS, beta-arrestin-GFP, LPI agonist (AID 2013). U2OS GPR55 beta-arrestin-GFP translocation imaging, LPI antagonism; higher % means a stronger effect. one-dose inhibition, % at 10 µM; IC50 in µM for titrated hits. hit rate 0.13% among 290,000;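 active = spots per cell inhibited over 60%, with over 100 cells counted and total cytoplasm intensity under 500,000; inconclusive = wells with under 100 cells, flagged as likely toxic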;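 note: U2OS cells stably carrying GPR55 and arrestin-GFP stimulated by 5 µM LPI near EC80; imaged beta-arrestin-GFP aggregate spots per cell after agonist stimulation; plate controls were LPI-stimulated DMSO wells for no effect and DMSO wells without LPI for full effect; some results filed as inactive read as strong as hits; confirmed hits need IC50 under 10 µM and bright autofluorescent wells are also inconclusive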
# GPR35 arrestin U2OS: GPR35 antagonists blocking zaprinast-driven arrestin recruitment, primary screen, imaging, U2OS, beta-arrestin-GFP, zaprinast agonist (AID 2058); hit rate 0.052% among 290,000; U2OS GPR35 beta-arrestin-GFP translocation imaging, zaprinast antagonism; higher % means a stronger effect; inhibition, % at 10 µM, or IC50 in µM where a hit was titrated;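 active = inhibition of at least 50% with at least 30 cells and total cytoplasm GFP at most 10,000,000; inconclusive = under 30 cells or total GFP of 10,000,000 plus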
# GPR55 activation: GPR55 agonists via beta-arrestin recruitment, primary screen, imaging, U2OS cells, beta-arrestin-GFP redistribution (AID 1961). one-dose activation, % at 10 µM; EC50 in µM for titrated hits. U2OS GPR55 beta-arrestin-GFP redistribution imaging; higher % means a stronger effect. hit rate 0.048% among 290,000;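 active = activation above 40% with more than 50 cells counted in the well; inconclusive = wells holding fewer than 50 cells, flagged as toxic or sparse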;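 note: U2OS osteosarcoma cells stably expressing GPR55 and beta-arrestin-GFP; plate controls were DMSO negative control for no effect and LPI positive control for full effect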
# Rac1 GTP hydrolysis: MgcRacGAP GTPase-activating activity inhibitors, confirmation, biochemical, ADP Hunter fluorescence; hit rate 0.6% among 340,000; MgcRacGAP-stimulated Rac1 GTP hydrolysis, ADP Hunter fluorescence; higher % means a stronger effect; GST-tagged Rac1 F28L mutant substrate; inhibition, % at 30 µM; hits with a dose series show IC50 in µM; AID 624330;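 active = first-screen hits whose inhibition reached a set limit at any dose in the follow-up dose series; inconclusive = inhibition above the set first-screen limit but never retested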;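 note: fluorescence reports GDP produced by GAP-driven GTP hydrolysis; strong numbers were not always called active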
# NTR1 agonist: NTR1-driven beta-arrestin-GFP spot formation – imaging, U2OS cells, high content, primary screen (AID 493036) | activation, % at 20 µM | hit rate 0.17% among 330,000 | agonist mode | P30989;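 active = activation at or above 40% of the spot to cytoplasm intensity ratio, with at least 20 cells analyzed; inconclusive = wells under 20 cells, flagged as cytotoxic or low count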;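 note: 0% = DMSO without peptide and 100% = 100 nM NTR1 peptide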
# Target sequence (P30989 whole entry, looked up): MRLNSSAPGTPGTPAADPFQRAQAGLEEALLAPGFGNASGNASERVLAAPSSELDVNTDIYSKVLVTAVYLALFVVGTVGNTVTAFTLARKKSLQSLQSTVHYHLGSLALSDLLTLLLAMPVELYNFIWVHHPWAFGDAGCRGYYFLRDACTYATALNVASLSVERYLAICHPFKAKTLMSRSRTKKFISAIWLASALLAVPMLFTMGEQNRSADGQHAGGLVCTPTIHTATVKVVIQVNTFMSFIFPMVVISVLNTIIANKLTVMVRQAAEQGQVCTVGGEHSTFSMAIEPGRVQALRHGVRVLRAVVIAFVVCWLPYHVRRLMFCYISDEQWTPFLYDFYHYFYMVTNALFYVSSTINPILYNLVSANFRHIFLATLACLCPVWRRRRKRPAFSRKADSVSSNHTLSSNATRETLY
# SV40 large T antigen: TAg ATPase/helicase activity blockers – biochemical (AID 1903). SV40 large T antigen ATPase/helicase inhibition assay; higher % means a stronger effect. one-dose inhibition, % at 20 µM; IC50 in µM for titrated hits. hit rate 0.39% among 310,000; in the data active = a potency from the dose series; inconclusive = inhibition mostly from about 32% at the one dose, without a potency; inactive = the rest, 99 in 100 with inhibition below about 32%; note: strong numbers were not always called active
# NS5 inhibitors: flavivirus cap methylation enzyme inhibition – biochemical, confirmation dose response, primary screen (AID 588689). Dengue-2 NS5 methyltransferase capping enzyme assay, biochemical; higher % means a stronger effect. inhibition, % at 25 µM, or IC50 in µM where a hit was titrated. hit rate 0.3% among 340,000; in the data active = a potency from the dose series; inconclusive = inhibition above about 29% without an active follow-up result
# AID2073: disruptors of CaV2.2 binding to Mint1 – biochemical, HTRF (AID 2073); HTRF protein-protein interaction, Mint1-CaV2.2; higher % means a stronger effect; one-dose inhibition, % at 20 µM; IC50 in µM for titrated hits; hit rate 0.19% among 290,000; in the data active = inhibition mostly above about 51%, no sharp cut-off; inconclusive = no clear call, values can overlap the other calls; inactive = mostly below about 53%; note: some results filed as inactive read as strong as hits
# NTR1 agonist cell count 20 µM: further read-out of NTR1 agonist, marked with its call; cell count; measured here: cell count, cytotoxicity flag
# NS5 inhibitors pilot replicate: further read-out of NS5 inhibitors, marked with its call; inhibition, %; measured here: pilot screen replicate inhibition
# * marks the source's active call; other numbers are inactive results; i = inactive; ? = inconclusive; · = not tested or not shown. Outcome played no part in choosing rows. Share with any hit: about 1.7%.
SMILES,Yfh1-off respiration,GPR55 antagonists,GPR35 arrestin U2OS,GPR55 activation,Rac1 GTP hydrolysis,NTR1 agonist,NTR1 agonist cell count 20 µM,SV40 large T antigen,NS5 inhibitors,AID2073,others
O=C1NC(=Nc2ccccc2Cl)S/C1=C\c1cc([N+](=O)[O-])ccc1O,·,-2%,-5%,0.2%,17%,-2.4,53,35%,23%,-3%,NS5 inhibitors pilot replicate=30
Cc1ccc(NC(=O)C2CCN(C(=O)c3ccco3)CC2)cc1C,·,8%,3%,-0.2%,5%,1.1,45,11%,-1%,8%,
Cc1c(C(=O)Nc2cc(S(=O)(=O)N3CCOCC3)ccc2N2CCN(C)CC2)oc2ccccc12,i,-4%,0%,0.0%,9%,8.5,52,25%,4%,5%,
O=C(CSC1=NS(=O)(=O)c2cc(Cl)ccc2N1)Nc1ccccc1C(F)(F)F,·,·,·,·,5%,0.5,57,11%,-3%,·,
CC1CCC(C(C)C)C(OCC(O)C[N+]2(C)CCCCC2)C1 (stereo unspecified),i,7%,5%,-0.3%,1%,0.2,52,5%,-5%,-5%,
C=CCOc1ccc(/C=C2\SC(N3CCCCC3)=NC2=O)cc1,·,-2%,-6%,-0.1%,8%,2.4,67,25%,0%,4%,NS5 inhibitors pilot replicate=-1.5
CC(C)Cn1cnc2c(c1=O)c1nc3ccccc3nc1n2Cc1ccc2c(c1)OCO2,i,5%,13%,-0.1%,·,·,·,2%,·,-3%,
CCCCOC(=O)C1[C@H]2C(=O)N(CCc3ccccc3)C[C@]23C=C[C@H]1O3 (stereo partly specified),i,11%,5%,0.1%,8%,0.0,52,-2%,2%,2%,
COc1ccc(N2CCN(CC(O)COC(C)(C)C)CC2)cc1 (stereo unspecified),i,4%,14%,-0.3%,?,0.6,58,29%,-3%,-4%,
N/C(=N\OC(=O)Nc1ccccc1)c1ncc([N+](=O)[O-])s1,i,14%,-8%,-0.2%,10%,4.4,53,7%,-5%,41%,
CCN(CC1CCCN(CCc2cccc(OC)c2)C1)C(=O)c1ccoc1C (stereo unspecified),·,-2%,-8%,-0.1%,5%,-0.1,61,11%,-2%,-7%,
O=C(NCc1ccccn1)c1cc(-c2ccc(Cl)cc2)nc2ccccc12,i,9%,-11%,-0.2%,7%,1.7,65,23%,-4%,11%,
CC1(C(=O)NC2CCCCCCC2)CCC(=O)N1Cc1ccco1 (stereo unspecified),i,10%,11%,-0.1%,3%,-0.3,41,4%,3%,-4%,
CCCOC(=O)c1ccc(NC(=O)C2CCCO2)cc1 (stereo unspecified),i,4%,2%,0.0%,3%,-2.7,83,3%,-1%,-9%,
COc1ccc(NC(=O)COc2ccc(/C=C/c3cc[n+](C)cc3)cc2OC)cc1,·,-2%,3%,-0.1%,11%,-1.1,39,10%,8%,30%,
O=S(=O)(c1ccc(OCC(O)CNCc2ccco2)c(Cl)c1)N1CCOCC1 (stereo unspecified),·,6%,8%,-0.2%,16%,-0.7,46,4%,-5%,1%,
C#CC[N+](CC)(CC)CC#Cc1ccccc1,i,2%,1%,-0.1%,·,-0.3,52,15%,·,7%,
CCc1nnc(NC(=O)CSc2nnc(C)n2Cc2ccccc2)s1,i,10%,-8%,-0.3%,3%,-0.1,55,-5%,-3%,2%,
COc1ccc(-n2c(C)cc(C(=O)COC(=O)c3cc(NC(=O)c4cccs4)c(OC)c(OC)c3)c2C)cc1,i,3%,-10%,0.3%,3%,0.6,97,15%,·,30%,
CCN1CCN(c2nc3c(c(=O)n(C)c(=O)n3C)n2Cc2cccc3ccccc23)CC1,i,11%,-14%,-0.1%,8%,-1.8,47,-1%,-1%,-2%,
S=C1NCCc2ccc(Cl)cc2C1c1ccccc1 (stereo unspecified),i,18%,-16%,-0.3%,7%,0.2,61,25%,-8%,1%,
O=C(Nc1cccc2ncccc12)c1ccccc1F,·,8%,9%,-0.3%,6%,1.1,57,7%,1%,38%,NS5 inhibitors pilot replicate=-2.1
CC(=O)c1c(N2CCOCC2)[nH]c(-c2ccccc2)nc1=S,i,-10%,-4%,0.1%,10%,3.6,71,-1%,-4%,-24%,
CN(CC(=O)Nc1ccccc1C(F)(F)F)C(=O)Cc1ccccc1F,·,2%,6%,-0.1%,5%,-1.0,64,9%,-2%,3%,

# Five entries picked at random from the list so far:
SMILES,Yfh1-off respiration,GPR55 antagonists,GPR35 arrestin U2OS,GPR55 activation,Rac1 GTP hydrolysis,NTR1 agonist,NTR1 agonist cell count 20 µM,SV40 large T antigen,NS5 inhibitors,AID2073,others
CCc1nnc(NC(=O)CSc2nnc(C)n2Cc2ccccc2)s1,i,10%,-8%,-0.3%,3%,-0.1,55,-5%,-3%,2%,
CC(=O)c1c(N2CCOCC2)[nH]c(-c2ccccc2)nc1=S,i,-10%,-4%,0.1%,10%,3.6,71,-1%,-4%,-24%,
COc1ccc(-n2c(C)cc(C(=O)COC(=O)c3cc(NC(=O)c4cccs4)c(OC)c(OC)c3)c2C)cc1,i,3%,-10%,0.3%,3%,0.6,97,15%,·,30%,
CC1(C(=O)NC2CCCCCCC2)CCC(=O)N1Cc1ccco1 (stereo unspecified),i,10%,11%,-0.1%,3%,-0.3,41,4%,3%,-4%,
CCN1CCN(c2nc3c(c(=O)n(C)c(=O)n3C)n2Cc2cccc3ccccc23)CC1,i,11%,-14%,-0.1%,8%,-1.8,47,-1%,-1%,-2%,

# (list continues)
SMILES,Yfh1-off respiration,GPR55 antagonists,GPR35 arrestin U2OS,GPR55 activation,Rac1 GTP hydrolysis,NTR1 agonist,NTR1 agonist cell count 20 µM,SV40 large T antigen,NS5 inhibitors,AID2073,others
CC(C)CNC(=O)C(=O)NNC(=O)C1CCCCC1,i,-7%,0%,-0.1%,9%,-0.2,60,6%,-7%,4%,
O=[N+]([O-])c1ccc(N2CCN(CCO)CC2)cc1NCc1ccco1,i,12%,-6%,-0.8%,4%,0.4,39,6%,-6%,2%,
CCC(C(=O)NCCN1CCOCC1)n1nc(C)n2c(cc3sccc32)c1=O (stereo unspecified),·,14%,-7%,0.3%,10%,0.1,45,1%,-1%,4%,
CC(NC(=O)c1cc(-c2cccnc2)nc2ccc(Br)cc12)C1CCCO1 (stereo unspecified),·,14%,-8%,-0.2%,8%,1.7,53,6%,8%,21%,
CCOc1ccc(S(=O)(=O)N(C)c2ccc(OCC(=O)Nc3nc4ccccc4s3)cc2)cc1,i,-27%,-2%,-0.6%,7%,2.8,62,-4%,-6%,10%,
COc1ccccc1NC(=O)C1=C(C)N(c2ccccc2)C(=S)NC1c1cccc(C(F)(F)F)c1 (stereo unspecified),i,-6%,0%,-0.1%,2%,-2.2,89,14%,0%,1%,NS5 inhibitors pilot replicate=-1.5
COc1cc(OC)c(C(=O)OCC(=O)NCCc2ccccc2)cc1OC,i,7%,4%,-0.7%,4%,0.8,29,-7%,1%,-6%,
O=c1ccc2cc3c([nH]c4ccc(Br)cc43)oc-2c1O,?,6%,-2%,-0.2%,-150%,1.2,51,28%,?,-21%,
Cc1ccc(NS(=O)(=O)c2cc(C(=O)N3CCN(C)CC3)ccc2C)cc1C,i,2%,15%,0.2%,-5%,-0.8,38,9%,5%,-4%,
N/C(=N\OC(=O)CCC1CCCC1)c1ccc([N+](=O)[O-])cc1,i,8%,10%,1.2%,1%,1.4,42,3%,0%,-4%,
CCCCN1C[C@H](Cc2ccccc2)[C@@H](CC(=O)Nc2ccccc2)C1=O,·,8%,3%,0.4%,1%,-5.2,66,9%,-10%,-5%,
Cc1noc(C(=O)Nc2cccc(Cl)c2)c1Cl,·,0%,-16%,-0.2%,6%,-0.4,77,1%,0%,3%,
O=C(CS(=O)(=O)Cc1ccccc1)N1CCc2ccccc2C1,i,-7%,5%,0.1%,-2%,-0.8,106,9%,-2%,0%,
CC(C)N(CCn1c(SCC(=O)N2CC(=O)Nc3ccccc32)nc2ccccc2c1=O)C(C)C,i,8%,-6%,0.2%,1%,0.1,41,12%,-16%,-5%,
Cn1c2ccccc2c(=O)c2cc(C#CC3(O)CCCCC3)ccc21,·,-1%,7%,-0.2%,5%,17,93,5%,6%,15%,
O=C(Nc1c2c(nn1-c1cccc(Cl)c1)CS(=O)(=O)C2)c1ccc2c(c1)OCO2,·,2%,5%,-0.2%,14%,0.7,48,4%,-5%,7%,
COc1ccc(CN(C)C(=O)COC(=O)c2ccc3c(c2)OCO3)cc1OC,i,1%,-7%,0.6%,6%,2.2,50,16%,-6%,-12%,
O=C(CCOc1ccccc1)Nc1ccccc1F,·,6%,23%,0.3%,·,-0.6,80,21%,-6%,16%,
CC1CCc2c(sc(NC(=S)NC(=O)c3ccccc3)c2C#N)C1 (stereo unspecified),i,-2%,17%,-0.1%,13%,2.4,65,22%,4%,3%,
COc1ccc(-n2c(=O)c3c4c(sc3n3c(=S)[nH]nc23)CCC4)cc1,i,10%,22%,-0.2%,?,1.0,67,20µM*,1%,-72%,
COc1ccc(NC(=O)COc2ccc(C)c(C)c2)cc1S(=O)(=O)N1CCCCC1,·,·,·,·,5%,2.2,44,5%,-4%,·,
O=C(NCc1ccccc1)N1CCNCC1,·,8%,3%,0.0%,9%,1.2,47,30%,5%,0%,
CCOC(=O)c1nn(-c2ccc(F)cc2)c2nc(Nc3ccccc3)cc(=O)n12,i,4%,-4%,0.4%,-5%,15,73,2%,-3%,6%,
COc1ccc(C(=O)NC(C(=O)NCc2ccccn2)C(C)C)cc1 (stereo unspecified),i,-2%,-18%,-0.1%,3%,-2.3,81,20%,-4%,16%,
Cc1ccc(-n2ncc3c(=O)n(Cc4cccnc4)cnc32)cc1,i,-3%,-11%,-0.3%,11%,-0.1,77,12%,-1%,-6%,
CCOC(=O)Nc1nnc(-c2cccc(OC)c2)s1,i,16%,2%,0.6%,6%,0.3,52,5%,-5%,6%,
CCc1cccc(NC(=O)C2CCCN(S(=O)(=O)c3cnc[nH]3)C2)c1 (stereo unspecified),·,5%,8%,-0.2%,6%,-0.7,62,5%,-11%,3%,
